TSG101-PTAP inh: blocks PTAP binding to human TSG101, validation; Fluorescence polarization, FITC-PTAP peptide/Tsg101, 20 min; Potency, µM (highest dose often 115 µM), inactives show at the highest dose activity change, negative = inhibition, usual class: inhibitors; 44,000 tested, under 10 active; AID 1347069; also: potency is read from the fitted curve at half-maximal effect; 0% is about no effect
Target sequence (Q99816 whole entry, looked up): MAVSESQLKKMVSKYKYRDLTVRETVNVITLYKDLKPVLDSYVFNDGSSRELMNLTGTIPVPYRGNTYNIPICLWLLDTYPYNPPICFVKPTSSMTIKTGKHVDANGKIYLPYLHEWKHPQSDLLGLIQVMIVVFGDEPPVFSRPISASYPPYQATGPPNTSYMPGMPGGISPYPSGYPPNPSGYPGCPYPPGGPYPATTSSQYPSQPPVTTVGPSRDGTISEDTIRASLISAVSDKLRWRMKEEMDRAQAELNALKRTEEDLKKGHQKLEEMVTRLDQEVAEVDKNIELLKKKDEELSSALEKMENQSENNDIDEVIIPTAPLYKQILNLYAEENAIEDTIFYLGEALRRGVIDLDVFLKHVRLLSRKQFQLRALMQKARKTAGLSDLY
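The Tsg101 binding domain, at 10 uM final, is mixed with compound and a FITC peptide bearing the PTAP motif (50 nM final). After 20 min at r.t., polarization is measured; actives defined by CRC class, efficacy cut-off 60% inhibition.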
B2AR arrestin ag: agonists recruiting beta-arrestin to human beta2-adrenergic receptor. HTLA Tango cells, beta-arrestin recruitment, luciferase luminescence, 18 h. Potency, µM (series often up to 46.1 µM), for the others: at the top dose activation, actives largely listed as activators. 44,000 tested, under 10 active. AID 1347077. P07550;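 also: potency is read from the fitted curve at half-maximal effect; 0% = DMSO and full agonism = EC100 isoproterenol or metaproterenol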
Target sequence (P07550 whole entry, looked up): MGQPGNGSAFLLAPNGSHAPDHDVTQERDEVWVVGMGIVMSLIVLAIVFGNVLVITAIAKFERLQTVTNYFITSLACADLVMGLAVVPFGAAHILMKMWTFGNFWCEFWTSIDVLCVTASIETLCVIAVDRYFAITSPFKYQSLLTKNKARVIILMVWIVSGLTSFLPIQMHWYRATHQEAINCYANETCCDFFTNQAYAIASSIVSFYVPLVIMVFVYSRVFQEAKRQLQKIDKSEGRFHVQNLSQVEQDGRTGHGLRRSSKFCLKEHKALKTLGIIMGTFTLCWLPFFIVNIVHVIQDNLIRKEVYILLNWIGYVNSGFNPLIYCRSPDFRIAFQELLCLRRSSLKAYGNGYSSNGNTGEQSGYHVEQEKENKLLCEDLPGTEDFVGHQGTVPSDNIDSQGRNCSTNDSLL
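Tango cells (recombinant beta2-AR, beta-arrestin, tTA-driven luciferase), 1500/well in DMEM 1% FBS, treated 18 h at 37 °C with compounds up to 46 µM; luciferin mix added, luminescence read after 15 min; %activity curves fitted and curve-classed.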
NTMT1 inh: NTMT1 methyltransferase inhibition; AID 1645870; Potency, µM (highest dose often 114 µM), for inactives: top-dose activity change, negative = inhibition, actives largely listed as inhibitors; NTMT1 MTase-Glo SAH luminescence, purified enzyme; 2.5% of 59,000 active;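 also: potency is read from the fitted curve at half-maximal effect; plate controls were DMSO vehicle for no effect and no enzyme for full effect; nearly all actives have a fitted effect of over 65% in size; many of its hits are not listed in these tables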
Target sequence (Q9BV86 whole entry, looked up): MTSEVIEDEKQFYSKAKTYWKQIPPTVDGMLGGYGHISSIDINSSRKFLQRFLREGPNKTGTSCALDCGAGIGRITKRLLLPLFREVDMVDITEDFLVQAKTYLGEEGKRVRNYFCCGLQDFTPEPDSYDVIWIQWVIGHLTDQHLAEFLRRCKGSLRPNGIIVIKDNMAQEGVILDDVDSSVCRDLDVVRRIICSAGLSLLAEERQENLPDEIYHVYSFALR
FH mod: Identification of activators of human fumarate hydratase by quantitative high-throughput screening | AID 1347055, 2019 | Potency, µM (highest dose often 79.9 µM), without a hit: top-dose activity change, negative = inhibition, actives largely listed as inhibitors | FH coupled MDH/diaphorase resazurin fluorescence, 15 min | 0.22% of 54,000 active; also: potency is read from the fitted curve at half-maximal effect; % is scaled to controls: 0 for no effect and ±100 for the full control effect; the screen sought activators but most active calls are inhibition curves; nearly all actives have a fitted effect of over 45% in size
p53null 39C tox: kills p53 null cells at the nonpermissive temperature; Potency, µM (series often up to 46.1 µM), for inactives: top-dose activity, negative = cell killing, hits mostly cytotoxic; H1299 p53-null (neo) cells, 39C, ATPlite viability, 24 h; 0.97% of 55,000 active;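 also: potency is read from the fitted curve at half-maximal effect; 0% = DMSO only and -100% = full killing by 100 µM tamoxifen; nearly all actives have a fitted effect of over 50% in size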
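Cells seeded at 600/well, 37C overnight. Compound added (up to 46 uM), plates shifted to 39C for 24 hr. ATPlite added, luminescence read after 20 min at room temperature.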
p53null 32C tox: kills p53 null cells at the permissive temperature; H1299-neo p53 null cells, ATP luminescence, 24 h, 32C; Potency, µM (titrated, usually from 46.1 µM), for the others: at the top dose activity change, negative = cytotoxicity, usual class: cytotoxic; 0.62% of 55,000 active;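 also: potency is read from the fitted curve at half-maximal effect; 0% = DMSO only and -100% = full killing by 100 µM tamoxifen; nearly all actives have a fitted effect of over 55% in size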
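We seeded p53-null H1299-neo cells, incubated them overnight at 37C, and added compounds across a range up to 46 uM. After 24 hours at 32C, ATP reagent was applied for 20 min at room temperature and luminescence recorded.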
GALK inh: inhibits human galactokinase. AID 1347072. Potency, µM (series often up to 57.5 µM), for inactives: top-dose activity, negative = inhibition, most hits filed as inhibitors. recombinant GALK, Kinase-Glo ATP luminescence, 1 h. P51570. 44,000 tested, under 10 active;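 also: plate controls were full GALK reaction for no effect and reaction lacking GALK for full effect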
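5 nM GALK; 35 uM ATP; 100 uM D-galactose; 20 mM HEPES pH 8.0, 5 mM MgCl2, 60 mM NaCl, 1 mM DTT, 0.01% BSA; 1 h RT; Kinase-Glo Plus luminescence.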
* = called active by the depositor; ? = inconclusive; [ ] = dose if it differs, or a comment. Calls follow the shape of the dose curve; as a rule, active = well fitted curve in the direction sought with a large enough effect; inconclusive = small, poorly fitted or top-dose-only effect, or another doubt; inactive = no such curve, though single readings can be large; an effect the other way counts as inactive or inconclusive.

smiles,TSG101-PTAP inh,B2AR arrestin ag,NTMT1 inh,FH mod,p53null 39C tox,p53null 32C tox,GALK inh
Clc1ccc2nc(-c3cccs3)c(Nc3ccc4c(c3)OCCO4)n2c1,1%,1%,-3%,3%,-24%,-9%,2%
COC(=O)c1ccc(NC(=O)CCc2c(C)nc3c(c2C)c(=O)n(C)c(=O)n3C)cc1,-7%,0%,3%,1%,5%,1%,0%
CCc1ccc(NC(=O)c2ccc3c(c2)N(Cc2ccc(C)cc2)CCS3)cc1,2%,1%,4%,-10%,-4%,1%,0%
CN(C)c1oc(/C=C/c2ccc(F)cc2)nc1C#N,0%,0%,-3%,-9%,?,-3%,2%
COc1cc(-c2nc(SCC(=O)Nc3ccc(C)cc3)c(-c3ccc(F)cc3)[nH]2)cc(OC)c1OC,-1%,?,10%,?,20%,17%,3%
O=C(CSc1nnc(CNC(=O)c2ccccc2F)n1-c1ccccc1)Nc1ccccc1F,-7%,1%,-1%,7%,5%,10%,0%
COCCCNC(=O)c1cc2n(n1)CCCN(Cc1ccc(C)cc1)C2=O,-1%,1%,0%,-15%,6%,-2%,-1%
O=C(Cn1c(=O)n(Cc2ccc(C(=O)NCc3ccccc3Cl)cc2)c(=O)c2ccccc21)Nc1ccc(F)c(Cl)c1,-7%,0%,?,-12%,7%,4%,-8%
Cc1cc(C)c(S(=O)(=O)NCC(c2ccc(N(C)C)cc2)N2CCc3ccccc32)c(C)c1 (stereo not drawn),-6%,?,-9%,?,0%,-5%,-3%
COc1cc(OC)cc(C(=O)Nc2c(C(=O)Nc3ccc(F)cc3)oc3ccccc23)c1,-3%,1%,-12%,-10%,?,?,5%
CCN1CCN(C(c2ccccc2)c2sc3nc(-c4ccco4)nn3c2O)CC1 (stereo not drawn),-9%,?,-8%,-30%,9%,-4%,-6%
CCN(CCCNC(=O)c1cc2c(=O)n(CC)c3ccccc3c2s1)c1ccccc1,-6%,8%,?,?,13%,-3%,8%
COc1ccc(OC)c(CNC(=O)c2ccc(NC(=O)c3nsc4ccccc34)cc2)c1,-4%,2%,-17%,?,-29%,-20%,-1%
Cc1ccc(NC(=O)CSc2nnc3scc(-c4ccccc4)n23)cc1,-2%,-2%,1%,-1%,-18%,-4%,0%
CCc1ccc(NC(=O)C2CCCN(S(=O)(=O)c3ccc4c(c3)oc(=O)n4C)C2)cc1 (stereo not drawn),-1%,0%,9%,-2%,?,-8%,7%
Cc1cc(C)c(Cn2c3ccccc3c3cnn(CC(=O)NCc4ccc(Cl)cc4)c(=O)c32)c(C)c1,2%,-4%,8%,2%,-28%,-11%,6%
Cc1cc(=O)[nH]c2nnc(SCC(N)=O)n12,-1%,-3%,-23%,3%,0%,0%,-3%
CC(C)CC(=O)N(Cc1ccccc1)S(=O)(=O)c1ccc2c(c1)oc(=O)n2C,0%,-2%,-8%,-20%,-18%,-4%,3%
Cc1cc(C)cc(NC(=O)Cn2cc(S(=O)(=O)NC(C)(C)C)c(S(=O)(=O)NC(C)(C)C)c2)c1,-1%,0%,-8%,-25%,2%,0%,2%
CCCN(CCC)CCCNC(=O)Cn1cnc2sc(C)c(S(=O)(=O)N3CCC(C)CC3)c2c1=O,2%,0%,?,3%,0%,3%,1%
CCOC(=O)c1sc2ncn(CC(=O)Nc3cc(C)cc(C)c3)c(=O)c2c1C,-2%,-2%,14%,-19%,-26%,-8%,-5%
CCOc1ccccc1NC(=O)CN(CCc1ccccc1)S(=O)(=O)c1ccc(C)cc1,-1%,1%,2%,-18%,16%,6%,-4%
CCN(C(=O)Cn1cnc2sc(C)c(S(=O)(=O)N3CCN(c4ncccn4)CC3)c2c1=O)c1ccccc1F,-3%,1%,9%,-8%,13%,2%,-4%
Cc1ccc(Cn2cc(CCC(=O)NCC(C)c3ccccc3)c3ccccc32)cc1 (stereo not drawn),0%,1%,11%,-18%,38%[activator],12%,1%
CCOc1ccc(-c2nc(CNC(=O)Nc3ccccc3)c(C)o2)cc1,1%,0%,-1%,-22%,-3%,6%,3%
Cc1ccc(CNC(=O)c2ccc(NC(=O)c3nsc4ccccc34)cc2)cc1,2%,1%,0%,3%,-23%,-14%,1%
CC1CCCN(C(=O)c2cc3c(=O)n(C)c4ccccc4c3s2)C1 (stereo not drawn),3%,0%,-9%,-14%,-4%,5%,7%
COc1ccc(C2C=C(c3ccccc3)Nc3nc(NC(=O)/C=C/c4ccc(Cl)cc4)nn32)cc1 (stereo not drawn),-2%,-2%,14%,20%,15%,0%,-11%
CCC(=O)C1=C(c2ccc(F)cc2)N(C(=O)CC)n2c(nnc2C2CCCCC2)S1,4%,-3%,-12%,-14%,5%,4%,-7%
CN(Cc1ccccc1)C(=O)CSc1c2c(nc3ccc(Cl)cc13)CCCC2,-10%,1%,-11%,?,13µM*,?,4%

Three compounds from above, limited to p53null 39C tox.
Molecule | p53null 39C tox
CC(C)CC(=O)N(Cc1ccccc1)S(=O)(=O)c1ccc2c(c1)oc(=O)n2C | -18%
CCC(=O)C1=C(c2ccc(F)cc2)N(C(=O)CC)n2c(nnc2C2CCCCC2)S1 | 5%
Cc1cc(=O)[nH]c2nnc(SCC(N)=O)n12 | 0%

Further results
smiles,TSG101-PTAP inh,B2AR arrestin ag,NTMT1 inh,FH mod,p53null 39C tox,p53null 32C tox,GALK inh
O=C(CSc1nc2c([nH]c3ccccc32)c(=O)n1-c1cccc(Cl)c1)c1ccccc1,0%,0%,13%,6%,-4%,3%,-5%
CCOc1ccc(NC(=O)C(C)Sc2nc3ncccc3o2)cc1 (stereo not drawn),-3%,-1%,-4%,12%,?,-15%,0%
Cc1ccc(N2CCN(C(=O)CCS(=O)(=O)c3cc4c(cc3Cl)NC(=O)CO4)CC2)c(C)c1,0%,2%,-17%,-12%,-24%,-12%,2%
CCOc1ccc(-c2cc(OC(=O)c3ccc(F)cc3)c3c(C)oc(C)c3c(=O)c2)cc1,-7%,0%,-3%,-16%,-24%,-5%,4%
CC1=C(c2ccc(C)cc2)S(=O)(=O)N=C1N1CCN(c2ccccc2)CC1,-1%,-2%,-2%,1%,?,-4%,3%
Cc1ccc(OCC(=O)Nc2c(Cl)ccc3nsnc23)cc1C,-1%,0%,13%,-3%,18%,21%,0%
CCCCOc1ccc(S(=O)(=O)n2nc(C)c(S(=O)(=O)N3CCC(C)CC3)c2C)cc1,-9%,0%,16%,-11%,-5%,3%,-1%
CCOc1cc(C(=O)Nc2nnc3n2CCS3)cc(OCC)c1OCC,-5%,0%,28%,16%,13%,3%,1%
CCCCn1c(NCc2ccc(OC)cc2O)nc2ccccc21,-1%,1%,?,-24%,8%,-10%,3%
COc1cc2cc(CNc3ccc(C)cc3)c(=O)n(CC(=O)Nc3ccc(C(C)C)cc3)c2cc1OC,8%,-1%,3%,-11%,18%,9%,-1%
COCCNC(=O)CSc1nc(-c2ccccc2)[nH]c1-c1ccc(OC)cc1,2%,0%,8%,-8%,-18%,-3%,1%
COc1ccc(OCc2nc3ccccc3n2C(C)c2ccccc2)cc1 (stereo not drawn),-2%,-2%,8%,-22%,?,71%[activator],0%
CN(C)c1ccc(CN2CCc3nc(N4CCN(c5ccccn5)CC4)ncc3C2)cc1,-2%,-1%,-12%,?,-6%,-5%,3%
CCc1ccc(CNC(=O)c2cc3n(n2)CCCN(Cc2ccccc2)C3=O)cc1,0%,-2%,0%,-26%,-12%,1%,4%
COc1ccc(C(=O)c2sc3nc(-c4ccc(F)cc4)ccc3c2N)cc1,-13%,1%,8%,-3%,9%,-6%,-1%
CCN(C(=O)c1cn(-c2ccc(OC)cc2)c(=O)c2ccccc12)c1cccc(Cl)c1,-6%,0%,-4%,-9%,13%,10%,-1%
CC(=O)N1CCCc2cc(S(=O)(=O)N3CCCC(C(=O)Nc4ccc(C)cc4C)C3)ccc21 (stereo not drawn),0%,0%,3%,-4%,9%,0%,-7%
CCC(=O)N1CCc2cc(Br)cc(S(=O)(=O)CCC(=O)NCCc3ccc(OC)c(OC)c3)c21,6%,0%,-1%,-22%,4%,-3%,7%
O=C(CN1c2ccccc2S(=O)(=O)c2ccccc21)Nc1ccccc1Cl,0%,1%,18%,-20%,16%,-4%,1%
CCc1ccc(S(=O)(=O)Nc2ccc3c(c2)sc(=O)n3C)cc1,2%,-1%,-2%,-21%,2%,-4%,-2%
Cc1ccc(S(=O)(=O)c2nc(-c3cccc(C)c3)oc2N2CCCCC2)cc1,-1%,1%,14%,-8%,26%,15%,-5%
COc1ccc(N2CC(NC(=O)CCCc3ccccc3)CC2=O)cc1 (stereo not drawn),-2%,-3%,-4%,-7%,-3%,-2%,-7%
Cc1cccc(CC(=O)Nc2cccc(-c3cn4cccnc4n3)c2)c1,1%,1%,20%,-8%,-19%,-2%,-4%
C=CCC(CC=C)(CNC(=O)C(=O)Nc1ccc(C(=O)OCC)cc1)c1ccccc1,2%,-1%,6%,-6%,-19%,0%,1%
CCc1ccc(CN2CCc3nc(Nc4ccc5c(c4)OCCO5)ncc3C2)cc1,1%,-1%,89µM*,?,-16%,10%,2%
Cc1ccc(C)c(NC(=O)C(=O)NCCCN2CCOCC2)c1,-5%,1%,-9%,7%,-3%,1%,3%
CCCOc1ccc(-c2nn(-c3ccccc3)cc2C2NC(=O)NC(C)=C2C(=O)OC)cc1C (stereo not drawn),-7%,-1%,-1%,?,15%,15%,0%
Brc1ccccc1-n1ncc2c1ncn1nc(Cc3ccccc3)nc21,-7%,-1%,-6%,-5%,-20%,7%,-3%
COc1ccc(-c2cn3nc(N4CCCC(C(=O)Nc5cccc(OC)c5)C4)sc3n2)cc1 (stereo not drawn),-1%,-1%,5%,3%,8%,14%,3%
CCN(c1cccc(C)c1)S(=O)(=O)c1nnc(NC(=O)C2CCCCC2)s1,2%,1%,23%,-4%,-9%,-11%,1%

Quoted at random: 2 compounds from above
smiles,TSG101-PTAP inh,B2AR arrestin ag,NTMT1 inh,FH mod,p53null 39C tox,p53null 32C tox,GALK inh
C=CCC(CC=C)(CNC(=O)C(=O)Nc1ccc(C(=O)OCC)cc1)c1ccccc1,2%,-1%,6%,-6%,-19%,0%,1%
COc1ccc(N2CC(NC(=O)CCCc3ccccc3)CC2=O)cc1 (stereo not drawn),-2%,-3%,-4%,-7%,-3%,-2%,-7%

An excerpt. The share of hits here may be higher or lower than overall.
